# RSV CPE inhibition: RSV antiviral activity via CPE protection, HEp-2 cells, primary 10 µM value included (AID 2391); HEp-2 cells, RSV-induced CPE inhibition; higher % means a stronger effect; CPE inhibition, % at 10 µM; hits with a dose series show IC50 in µM; 310,000 compounds, 0.13% hits; in the data active means a potency from the dose series; inconclusive means CPE inhibition mostly from about 23% at the one dose, without a potency; inactive means the rest, 99 in 100 with CPE inhibition below about 21%; further: strong numbers were not always called active
# SV40 large T antigen: SV40 large T antigen inhibitors, biochemical (AID 1903) | SV40 large T antigen ATPase/helicase inhibition assay; higher % means a stronger effect | 310,000 compounds, 0.39% hits | inhibition, % at 20 µM; hits with a dose series show IC50 in µM; in the data active means a potency from the dose series; inconclusive means inhibition mostly from about 32% at the one dose, without a potency; inactive means the rest, 99 in 100 with inhibition below about 32%; further: strong numbers were not always called active
# AID2073: inhibitors of Mint1-CaV2.2 protein interaction, biochemical, HTRF (AID 2073); inhibition, % at 20 µM, or IC50 in µM where a hit was titrated; 290,000 compounds, 0.19% hits; Voltage-dependent N-type calcium channel subunit alpha-1B (Homo sapiens); HTRF protein-protein interaction, Mint1-CaV2.2; higher % means a stronger effect; in the data active means inhibition mostly above about 51%, no sharp cut-off; inconclusive means no clear call, values can overlap the other calls; inactive means mostly below about 53%; further: some results filed as inactive read as strong as hits
# MgcRacGAP inhibition: MgcRacGAP GTPase-activating activity inhibitors, confirmation, biochemical, ADP Hunter fluorescence | AID 624330, 2012 | Rac GTPase-activating protein 1 (Homo sapiens) | MgcRacGAP-stimulated Rac1 GTP hydrolysis, ADP Hunter fluorescence; higher % means a stronger effect; GST-tagged Rac1 F28L mutant substrate | inhibition, % at 30 µM; hits with a dose series show IC50 in µM | 340,000 compounds, 0.6% hits;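 active means first-screen hits whose inhibition reached a set limit at any dose in the follow-up dose series; inconclusive means inhibition above the set first-screen limit but never retested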;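 further: fluorescence reports GDP produced by GAP-driven GTP hydrolysis; strong numbers were not always called active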
# NS5 inhibitors: Dengue-2 NS5 methyltransferase inhibitors, primary screen, biochemical, confirmation dose response (AID 588689) | Dengue-2 NS5 methyltransferase capping enzyme assay, biochemical; higher % means a stronger effect | inhibition, % at 25 µM, or IC50 in µM where a hit was titrated | 340,000 compounds, 0.3% hits | Genome polyprotein (Dengue virus type 2 (strain 16681-PDK53)); in the data active means a potency from the dose series; inconclusive means inhibition above about 29% without an active follow-up result
# LYP inhibition: inhibitors of LYP phosphatase, biochemical, fluorescence intensity, uHTS (AID 1779); Tyrosine-protein phosphatase non-receptor type 22 (Homo sapiens); recombinant LYP phosphatase, fluorescence intensity; higher % means a stronger effect; 290,000 compounds, 0.054% hits; one-dose inhibition, % at 11.5 µM; IC50 in µM for titrated hits; in the data active means inhibition above about 50%;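 further: plate controls were vehicle with enzyme for no effect and no enzyme for full effect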
# Siah-1 displacement: Siah-1 peptide-binding antagonists, primary screen, biochemical, fluorescence polarization, rhodamine-plectin, uHTS (AID 1817); E3 ubiquitin-protein ligase SIAH1 (Homo sapiens); Siah-1 / rhodamine-plectin peptide fluorescence polarization; higher % means a stronger effect; displacement, % at 20 µM; hits with a dose series show IC50 in µM; 290,000 compounds, 0.02% hits;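 active means displacement of at least 50% at 20 µM, with a fluorescence ratio check between 0.3 and a set limit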;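 further: plate controls were Siah plus tracer with DMSO for no effect and tracer alone without Siah for full effect; strong numbers were not always called active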
# XIAP antagonists: XIAP antagonists, biochemical, IAP family, fluorescence polarization (AID 1018); E3 ubiquitin-protein ligase XIAP (Homo sapiens); XIAP BIR domain, fluorescence polarization peptide displacement; higher % means a stronger effect; displacement, % at 20 µM; hits with a dose series show IC50 in µM; 200,000 compounds, 0.007% hits; in the data active means displacement above about 50%; further: a part of the inactive calls stands beside numbers as strong as those of hits
# HIV peptide binding: inhibitors of HIV fusion peptide binding, primary screen, biochemical, uHTS, fluorescence dequenching (AID 1986). one-dose inhibition, % at 20 µM; IC50 in µM for titrated hits. cell-free peptide binding, fluorescence dequenching, 30 min; higher % means a stronger effect. 290,000 compounds, 0.3% hits; in the data active means inhibition mostly above about 52%, no sharp cut-off; inactive means mostly below about 76%; further: some results filed as inactive read as strong as hits
# NS5 inhibitors pilot replicate: also measured in NS5 inhibitors; calls as there; inhibition, %; measured here: pilot screen replicate inhibition
# * = called active by the depositor; ? = inconclusive; nt = not tested or not shown.
SMILES,RSV CPE inhibition,SV40 large T antigen,AID2073,MgcRacGAP inhibition,NS5 inhibitors,LYP inhibition,Siah-1 displacement,XIAP antagonists,HIV peptide binding,others
CC(=O)Oc1ccc(/C=C2/CCc3ccccc3C2=O)cc1,0.0%,10%,2%,26%,-2%,-1%,17%,nt,-1.5%,
CN1CCN(NC(=O)NC2CCCCC2)CC1,1.8%,17%,11%,3%,-7%,-6%,2%,nt,-0.1%,
COc1ccc(-c2cc(=O)oc3cc(OCC(=O)N(C)C)ccc23)cc1,1.3%,2%,19%,-4%,-8%,1%,-8%,nt,-1.9%,NS5 inhibitors pilot replicate=2.4
CCN1CCN(c2nc(-c3cccnc3)nc3ccccc23)CC1,-1.6%,0%,?,2%,-1%,-6%,4%,1.2%,2.3%,
CCOc1ncccc1C(=O)NNC(=O)c1ccccc1-n1cccc1,1.2%,7%,8%,3%,2%,-7%,11%,nt,0.8%,
Cn1nc(-c2ccccc2)c(C(=O)Nc2ccc(Cl)cc2)c1Cl,0.3%,4%,-3%,10%,0%,-4%,-4%,-3.2%,-2.0%,
Cc1c(C(=O)NC2CCS(=O)(=O)C2)oc2ccccc12 (stereo not drawn),0.8%,3%,0%,5%,2%,-15%,-11%,nt,-1.5%,
O=C(Nc1nc(-c2nc3ccccc3s2)cs1)C1COc2ccccc2O1 (stereo not drawn),8.1%,-1%,18%,-8%,-4%,-3%,14%,-5.4%,-0.1%,
COc1ccc(C2c3cc(OC)c(OC)cc3CCN2C(=O)c2cccc([N+](=O)[O-])c2)cc1OC (stereo not drawn),11%,11%,10%,9%,-4%,0%,5%,nt,-1.4%,
CN(CC(=O)NCc1ccccn1)S(=O)(=O)c1ccccc1,0.1%,0%,-1%,10%,3%,-8%,-3%,-4.4%,-3.6%,
CCOc1ccc(S(=O)(=O)N(CC(=O)NCc2cccnc2)c2ccc(C)cc2)cc1,0.6%,7%,11%,4%,12%,-5%,1%,nt,0.6%,
COc1ccc(C2CC(c3cccs3)=NN2C(=O)c2ccc(Br)o2)cc1 (stereo not drawn),7.2%,10%,2%,-1%,-6%,1%,1%,-5.2%,-1.0%,
CCC(C)(C)n1nnnc1CN(Cc1cccs1)Cc1cc2cc(OC)ccc2[nH]c1=O,4.8%,29%,3%,7%,-5%,4%,-2%,-3.9%,0.3%,
Cc1cccc(NC(=S)N(C)Cc2cn(C)c3ccccc23)c1,-1.1%,10%,-3%,6%,-7%,-7%,-2%,-3.8%,-2.6%,
CCOC(=O)c1cccc2c1-c1ccccc1/C2=N/O,9.0%,21%,-8%,3%,-4%,-8%,-6%,-5.4%,2.8%,
CC(=O)Nc1ccc(OC(F)(F)Cl)cc1,3.1%,10%,-3%,7%,2%,-3%,4%,-3.0%,1.6%,
COc1ccc(Nc2c3c(nc4ccccc24)CCC3)cc1,9.9%,0%,11%,16%,-7%,-5%,-4%,nt,-2.7%,
O=S(=O)(Cc1cccc(F)c1)c1c[nH]c2ccccc12,0.5%,5%,-12%,-8%,-4%,-8%,1%,1.3%,4.2%,
COc1ccc(OC)c(Nc2cc(C)nc3nc(C)nn23)c1,0.7%,-2%,10%,0%,1%,-6%,0%,-4.7%,-1.9%,
O=C(NC(=S)Nc1ccccc1)c1cccs1,?,8%,2%,7%,-4%,7%,4%,nt,0.9%,
COc1ccc(CCNC(=O)CCOc2ccc(C)cc2)cc1OC,1.5%,8%,8%,7%,-2%,-2%,-3%,nt,-2.4%,
CC(=O)Nc1cc(S(=O)(=O)Nc2ccccc2)c(C)cc1C,1.8%,23%,-4%,-9%,2%,-7%,4%,-2.5%,-2.4%,
O=S(=O)(Cc1nnnn1-c1ccccc1)c1ccccc1,1.0%,12%,-4%,3%,-5%,-11%,-1%,nt,-0.1%,
Cc1nnsc1SC(C)C(=O)O (stereo not drawn),3.5%,4%,5%,4%,-9%,-4%,-2%,-6.0%,0.8%,
CCN(CC)S(=O)(=O)c1ccc(N2CCN(S(=O)(=O)c3ccc4c(c3)OCCO4)CC2)nc1,9.7%,-1%,1%,5%,-1%,4%,-5%,-17%,-0.3%,
CCOC(=O)N/N=C/C(Cl)=C/c1ccccc1,1.9%,8%,8%,6%,0%,2%,7%,-8.2%,-0.4%,
O=C(NNC(=S)NCc1ccco1)C(c1ccccc1)c1ccccc1,-0.2%,9%,23%,11%,-10%,5%,-5%,-12%,-2.6%,
CC(=O)C1=C(C)NC(SCc2cccc([N+](=O)[O-])c2)=C(C#N)C1c1ccco1 (stereo not drawn),-2.3%,-4%,-12%,6%,-1%,-1%,-2%,-17%,-1.0%,
Cc1ccccc1-c1noc(C23CC4CC(CC(C4)C2)C3)n1,1.7%,11%,-2%,8%,-3%,-3%,3%,-4.2%,4.3%,NS5 inhibitors pilot replicate=-2.4
CC(C)CC(=O)Nc1ccc(N2CCN(S(C)(=O)=O)CC2)cc1,0.3%,1%,0%,4%,-8%,-4%,11%,-4.8%,-1.7%,
COc1ccc(NC(=O)Cn2nnc(C(=O)NCc3cccs3)c2N)cc1,0.6%,5%,4%,4%,4%,-10%,5%,nt,2.2%,
CCOCCOc1cccc(C(=O)NC(c2ccccc2)C(C)C)c1 (stereo not drawn),1.8%,7%,-10%,7%,-7%,8%,5%,-9.2%,-0.5%,
CCCc1noc2c1/C(=N\O)CCC2,0.6%,9%,-7%,-8%,-3%,1%,10%,-0.1%,-0.4%,
CC(OC(=O)Cc1n[nH]c(=O)c2ccccc12)C(=O)Nc1cccc([N+](=O)[O-])c1 (stereo not drawn),0.7%,8%,2%,0%,-5%,0%,-1%,-6.3%,0.5%,
COC(=O)c1ccc(N2CCCCC2)c(NC(=O)c2ccco2)c1,4.0%,9%,-1%,6%,-1%,-1%,5%,nt,0.8%,
Cc1c(C#N)c(O)[nH]c(=O)c1N=Nc1ccc(Cl)c(C(=O)O)c1,1.9%,5%,11%,6%,9%,-3%,-1%,nt,-0.8%,
CCc1ccc(N(C(=O)c2csnn2)C(C(=O)NC2CCCC2)c2cccnc2)cc1 (stereo not drawn),-0.4%,1%,4%,-2%,3%,-12%,-2%,nt,0.6%,
CCOC(=O)c1ccc(NS(=O)(=O)c2ccc3[nH]c(=O)[nH]c3c2)cc1,-0.9%,0%,7%,12%,-2%,5%,-2%,-14%,4.1%,
COC(=O)c1cc(OC)c(OC)cc1NC(=O)CCC1CCCC1,2.5%,17%,-3%,8%,2%,5%,0%,-4.9%,-0.8%,
CC(C)(C)C1=CC(=Nc2ccccc2N)C=C(C(C)(C)C)C1=O,1.5%,11%,?,8%,-10%,-16%,8%,-5.0%,3.3%,
Cc1ccc(-n2ncc3c(NNC(=O)c4cccs4)ncnc32)cc1,1.6%,6%,-3%,12%,-2%,-7%,-2%,-3.5%,1.6%,
Cc1cc2cc(CNC(=O)C(C)Oc3ccccc3)ccc2n1C (stereo not drawn),0.6%,3%,8%,14%,18%,-7%,-4%,nt,1.2%,
Cc1cnn(C(=O)c2cc(-c3ccccn3)nc3ccc(Cl)cc23)c1,2.3%,6%,32%,9%,9%,-3%,-2%,-12%,8.1%,
CCOc1ccc(S(=O)(=O)NCc2ccncc2)cc1NC(=O)c1ccccc1F,6.6%,19%,3%,3%,-2%,-4%,0%,nt,-2.0%,
O=C1Nc2cc(C(=O)NCCCN3CCCC3)ccc2S/C1=C/c1ccccc1F,-0.7%,8%,17%,12%,2%,-8%,-6%,nt,-1.5%,
COc1ccc([C@@H]2[C@@H]3C(=O)N(C(C)(C)C)C(=O)[C@@H]3[C@]3(CC(C)C)C(=O)N(c4cccc(F)c4)C(=O)N23)cc1,2.7%,8%,nt,3%,0%,nt,nt,nt,nt,
CCOc1cccc(/C=C/C(=O)O)c1,0.0%,9%,20%,5%,-3%,-9%,8%,-7.9%,-1.5%,
O=C(Nc1ccc(F)cc1F)c1cc(-c2ccco2)nc2ccccc12,0.5%,9%,22%,14%,4%,-2%,7%,nt,7.7%,
COc1ccc(C(CCNCc2ccc(OC)c(OC)c2)c2ccc(F)cc2)cc1 (stereo not drawn),nt,18%,-19%,9%,-6%,-9%,-8%,nt,-0.3%,
CC1=NNC(=O)C1CCC(=O)N/N=C/c1ccco1 (stereo not drawn),0.5%,8%,-1%,6%,2%,3%,13%,-3.5%,0.1%,
O=C(CCS(=O)(=O)Cc1ccc(Cl)cc1)NCCc1ccccc1,-0.4%,9%,0%,-3%,-10%,-8%,4%,-4.5%,0.2%,
CSc1ccccc1C(=O)Nc1ccccc1C(=O)NC(C)C,1.0%,10%,-1%,3%,-9%,-3%,10%,-1.0%,0.0%,
N/C(=N\OC(=O)/C=C/c1ccccc1)c1ccncc1,0.4%,10%,33%,6%,-11%,3%,3%,-0.6%,3.7%,
COc1ccccc1NS(=O)(=O)c1ccc(NN=C2CCCC2)c([N+](=O)[O-])c1,9.0%,-7%,13%,10%,4%,3%,2%,-12%,-1.5%,

# Among those listed so far, these contain fluorine.
SMILES,RSV CPE inhibition,SV40 large T antigen,AID2073,MgcRacGAP inhibition,NS5 inhibitors,LYP inhibition,Siah-1 displacement,XIAP antagonists,HIV peptide binding,others
CC(=O)Nc1ccc(OC(F)(F)Cl)cc1,3.1%,10%,-3%,7%,2%,-3%,4%,-3.0%,1.6%,
O=S(=O)(Cc1cccc(F)c1)c1c[nH]c2ccccc12,0.5%,5%,-12%,-8%,-4%,-8%,1%,1.3%,4.2%,
CCOc1ccc(S(=O)(=O)NCc2ccncc2)cc1NC(=O)c1ccccc1F,6.6%,19%,3%,3%,-2%,-4%,0%,nt,-2.0%,
O=C1Nc2cc(C(=O)NCCCN3CCCC3)ccc2S/C1=C/c1ccccc1F,-0.7%,8%,17%,12%,2%,-8%,-6%,nt,-1.5%,
COc1ccc([C@@H]2[C@@H]3C(=O)N(C(C)(C)C)C(=O)[C@@H]3[C@]3(CC(C)C)C(=O)N(c4cccc(F)c4)C(=O)N23)cc1,2.7%,8%,nt,3%,0%,nt,nt,nt,nt,
O=C(Nc1ccc(F)cc1F)c1cc(-c2ccco2)nc2ccccc12,0.5%,9%,22%,14%,4%,-2%,7%,nt,7.7%,
COc1ccc(C(CCNCc2ccc(OC)c(OC)c2)c2ccc(F)cc2)cc1 (stereo not drawn),nt,18%,-19%,9%,-6%,-9%,-8%,nt,-0.3%,

# High-throughput results deposited in PubChem BioAssay by several laboratories.
